Bioassay records (PubChem)
L3MBTL1 inh: qHTS Assay for the Inhibitors of L3MBTL1. AID 485360, 2010. hit rate 0.66% among 230,000. AlphaScreen L3MBTL1–H3K9me1 peptide binding. Potency, µM (top dose mostly 57.1 µM), for inactives: at the highest dose activity, negative = inhibition, most hits filed as inhibitors; further: on the % scale 0 is the no-effect control and ±100 the full control effect; nearly all actives have a fitted effect of over 60% in size
Target sequence (Q9Y468 whole entry, looked up): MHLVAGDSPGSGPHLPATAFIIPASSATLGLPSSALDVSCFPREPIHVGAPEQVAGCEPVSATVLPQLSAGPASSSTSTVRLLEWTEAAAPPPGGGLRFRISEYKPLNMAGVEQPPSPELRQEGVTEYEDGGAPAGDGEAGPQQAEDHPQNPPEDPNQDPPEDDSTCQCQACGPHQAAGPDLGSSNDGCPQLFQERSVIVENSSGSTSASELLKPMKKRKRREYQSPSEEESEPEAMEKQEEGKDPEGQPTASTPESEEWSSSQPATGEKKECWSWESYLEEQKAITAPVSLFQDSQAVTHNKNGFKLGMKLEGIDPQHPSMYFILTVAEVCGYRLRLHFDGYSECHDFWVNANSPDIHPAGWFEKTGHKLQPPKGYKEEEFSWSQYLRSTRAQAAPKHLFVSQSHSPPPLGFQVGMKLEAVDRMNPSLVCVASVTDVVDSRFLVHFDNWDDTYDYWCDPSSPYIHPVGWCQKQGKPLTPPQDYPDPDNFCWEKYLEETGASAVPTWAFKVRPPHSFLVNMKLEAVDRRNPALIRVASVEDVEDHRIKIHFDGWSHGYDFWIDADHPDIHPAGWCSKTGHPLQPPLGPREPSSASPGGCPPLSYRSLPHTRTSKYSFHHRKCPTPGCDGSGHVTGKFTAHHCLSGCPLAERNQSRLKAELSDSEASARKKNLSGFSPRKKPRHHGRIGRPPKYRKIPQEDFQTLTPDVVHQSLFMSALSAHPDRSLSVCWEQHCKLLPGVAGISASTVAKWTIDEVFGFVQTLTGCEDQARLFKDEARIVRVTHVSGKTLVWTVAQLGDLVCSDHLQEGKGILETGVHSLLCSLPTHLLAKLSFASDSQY
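Displacement of a biotinylated histone H3(1-15) peptide monomethylated at Lys9 (75 nM) from L3MBTL1 (50 nM) was measured by AlphaScreen after a 30 min room-temperature compound incubation; cefsulodin titration served as intraplate control.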
Luc counter: Counterscreen for Luciferase (Kinase-Glo TM) Inhibition; Luciferin 4-monooxygenase (Photuris pensylvanica), Q27757; Kinase-Glo luciferase, ATP luminescence, 8 min; Potency, µM (highest dose often 38.3 µM), for inactives: at the highest dose activity change, negative = inhibition, actives largely listed as inhibitors; hit rate 0.28% among 200,000; AID 1379, 2008; further: on the % scale 0 is the no-effect control and ±100 the full control effect; nearly all actives have a fitted effect of over 60% in size
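Compound is pinned into ATP-containing buffer (10 uM ATP, imidazole pH 7.2, 7 mM MgCl2). Kinase-Glo luciferase reagent is then added. Light output is recorded following an 8-min room-temperature incubation.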
ALDH1A1 block: qHTS Assay for Inhibitors of Aldehyde Dehydrogenase 1 (ALDH1A1). Aldehyde dehydrogenase 1A1 (Homo sapiens), P00352. Purified ALDH1A1, NADH fluorescence, propionaldehyde substrate. Potency, µM (doses to about 75.3 µM), inactives show top-dose activity, negative = inhibition, hits mostly inhibitors. hit rate 7.3% among 220,000. AID 1030, 2008; active means well fitted inhibition curve with a large enough effect, not every such curve was filed as active; inconclusive means small, poorly fitted or top-dose-only effect, or another doubt; inactive means no such curve, though single readings can be large or run the other way;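 further: plate controls were no enzyme wells and a reference inhibitor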
RECQ1 inh: qHTS Assay for Inhibitors of RecQ-Like Dna Helicase 1 (RECQ1). ATP-dependent DNA helicase Q1 (Homo sapiens), P46063. RECQ1 DNA unwinding, red fluorescence kinetic read. Potency, µM (doses to about 57.3 µM), for the others: top-dose activity, negative = inhibition, usual class: inhibitors. hit rate 0.54% among 240,000. AID 2549, 2010;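 further: plate controls were vehicle for no effect and no enzyme for full effect; nearly all actives have a fitted effect of over 30% in size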
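50 nM RECQ1T1 preincubated 15 min with compound in Tris pH 8.0 buffer with MgCl2, DTT, Tween-20 and 2.5 ug/ml poly(dI-dC); started with 200 nM TAMRA/BHQ-2 forked duplex and 2 mM ATP. Unwinding read as fluorescence (525/598 nm), two reads 2 h apart.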
LMNA splice mod: qHTS Assay for Modulators of Lamin A Splicing. hit rate 0.01% among 200,000. HeLa LMNA splicing GFP/RFP minigene ratio, 48 h. Potency, µM (series often up to 46.1 µM), inactives show at the top dose ratio change, negative = inhibition, most hits filed as inhibitors; active means well fitted inhibition curve with a large enough effect in the signal ratio, with a control signal flat, not every such curve was filed as active; inconclusive means small, poorly fitted or top-dose-only effect, or effect the other way, or a change in a side signal; the % refers to the signal ratio; further: on the % scale 0 is the no-effect control and ±100 the full control effect
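Read-out is the ratio of GFP to DsRed2 object intensity, acquired by 488 nm laser-scanning cytometry on HeLa lamin A-EGFP minigene reporter cells. Compound incubation 48 hrs at 37 °C in Opti-MEM with 2% FBS; DMSO 0.5% final.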
KDM4E inh: qHTS Assay for Inhibitors of Human Jumonji Domain Containing 2E (JMJD2E). Potency, µM (titrated, usually from 57.1 µM), without a hit: at the highest dose activity change, negative = inhibition, hits mostly inhibitors. hit rate 1.6% among 230,000. JMJD2E catalytic domain, FDH-coupled NADH fluorescence (FDH is formaldehyde dehydrogenase). Lysine-specific demethylase 4E (Homo sapiens), B2RXH2; active means well fitted inhibition curve with a large enough effect, not every such curve was filed as active; inconclusive means small, poorly fitted or top-dose-only effect, or another doubt; inactive means no such curve, though single readings can be large or run the other way;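 further: 0% = wells with enzyme and -100% = buffer wells without enzyme; nearly all actives have a fitted effect of over 50% in size; many of its hits are not listed in these tables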
SMN2 splice up: qHTS Assay for Enhancers of SMN2 Splice Variant Expression; HEK293 SMN2-luciferase splicing reporter, luminescence, 30-36 h; Potency, µM (top dose mostly 46.1 µM), inactives show at the highest dose activity change, positive = activation, hits mostly activators; hit rate 2.8% among 210,000; further: % of control where 0% means no effect; nearly all actives have a fitted effect of over 55% in size
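qHTS luciferase splicing reporter: luminescence rises when SMN2 exon 7 is included in transfected HEK293 cells. Compound exposure lasted 30-36 h at 37C, with 4.5 mM final sodium butyrate as control, followed by a ONE-Glo read.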
Tau ThT inhib: qHTS for Inhibitors of Tau Fibril Formation, Thioflavin T Binding | Microtubule-associated protein tau (Homo sapiens), P10636 | recombinant tau K18 P301L (four-repeat tau fragment), heparin-induced fibrillization, ThT fluorescence | Potency, µM (doses to about 57.4 µM), for the others: at the top dose activity, negative = inhibition, hits mostly inhibitors | hit rate 2.1% among 270,000; further: on the % scale 0 is the no-effect control and ±100 the full control effect; nearly all actives have a fitted effect of over 55% in size
Target sequence (P10636 561-689 P618L limits assumed): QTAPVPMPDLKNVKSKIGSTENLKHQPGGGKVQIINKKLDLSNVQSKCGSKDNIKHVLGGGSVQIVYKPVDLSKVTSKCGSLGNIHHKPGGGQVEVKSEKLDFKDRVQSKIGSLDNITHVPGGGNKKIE
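Heparin-induced (20 uM) aggregation of recombinant human K18 P301L tau, 15 uM unlabeled with 0.24 uM labeled, pH 7 acetate buffer, 6 hr at 37 C with compound. Fibrils quantified by 30 uM ThT fluorescence after 1 hr ambient incubation.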
Active calls of the source: *; i = inactive; u = inconclusive; x = no result given; & = joins results of further samples; [ ] = dose if it differs, or a comment. Unless noted, the call rests on the fitted dose curve; in most records, active means well fitted curve in the direction sought with a large enough effect; inconclusive means small, poorly fitted or top-dose-only effect, or another doubt; inactive means no such curve, though single readings can be large; an effect the other way counts as inactive or inconclusive. Potency means the concentration at half of the fitted maximal effect. A portion of the library. The share of hits here may be higher or lower than overall.

cpd	SMILES	L3MBTL1 inh	Luc counter	ALDH1A1 block	RECQ1 inh	LMNA splice mod	KDM4E inh	SMN2 splice up	Tau ThT inhib
1	O=C(C1CCCN(S(=O)(=O)c2cccnc2)C1)N1CCn2c1nc1ccccc12 (configuration not stated)	32%[activator]	0%	-3%	5%	-1%	3%	-19%	-2%
2	CNC(=O)Nc1ccc(C2SCCS2)cc1	-1%	x	x	i	x	8%	x	-5%
3	Cc1ccc(C)c(NS(=O)(=O)c2c(C)nn(C)c2C)c1	7%	-5%	-2%	i	5%	-7%	-6%	-8%
4	COc1ccccc1N1CCN(CC2CN3C(=O)N(C)c4ccccc4C3=N2)CC1 (configuration not stated)	x	x	0%	-1%	x	x	-7%	-4%
5	COc1ccccc1NC(=O)CN(C)S(=O)(=O)c1cc(C)ccc1OC	x	-6%	15%	-5%	-4%	-2%	-4%	-12%
6	COc1ccccc1-c1nnc(SC(C)C(=O)O)n1-c1ccccc1 (configuration not stated)	3%	1%	5%	i	-9%[46 µM]	-2%	-9%	0%
7	CCC(C)Sc1nc(C)nc2c1c(=O)n(C)c(=O)n2C (configuration not stated)	x	-1%	-12%	-14%	7%	-3%	5%	-4%
8	COc1ccc(C2C(C(=O)c3ccco3)=C(O)C(=O)N2Cc2cccnc2)cc1OC (configuration not stated)	-1%	2%	u	-1%	5%	-15%	-8%	-1%
9	CNCCNS(=O)(=O)c1cccc2cnccc12	x	-1%	-3%&-3%	-3%	u	-13%	21%&-5%	-1%&-9%
10	Nn1c(COc2ccccc2)nnc1SC(F)F	x	1%	23%	2%	9%	2%	7%	1%
11	O=C(CCS(=O)(=O)Cc1ccccc1F)NCCCN1CCCCC1	-2%	3%	4%	-4%	8%	-2%	14%	-25%
12	C/C(=N\Oc1cccc(F)n1)c1ccc(Cl)cc1Cl	x	-3%	7%	-1%	5%	-1%	13%	u
13	C[C@@H]1Oc2ccccc2C=C1/C=C/C(=O)O	x	-1%	u	i	x	u	18%	-5%
14	CCCc1nccn1S(=O)(=O)c1cc(OC)ccc1OC	x	-3%	1%	-4%	-11%	5%	u	-14%
15	Cc1ccc(S(=O)(=O)N2CCC(C(=O)NNC(=O)c3ccccc3)CC2)cc1	7%	-2%	7%	7%	x	1%	3%	4%
16	COc1cc(/C=C2\CC/C(=C\c3ccc(OCCO)c(OC)c3)C2=O)ccc1OCCO	-3%	5%	u	i	x	-16%	-24%	14µM*
17	O=C(CNCC1CCCO1)Nc1ccc(N2CCCCCC2)cc1 (configuration not stated)	x	0%	16µM*	i	-6%	-3%	27%	u
18	COC(=O)c1cc2c(C)nn(C)c2s1	1%	x	-3%	-9%	x	-21%	x	-7%
19	CC(=O)Nc1ccc(NC(=O)c2ccc(NS(=O)(=O)c3cc(C(C)(C)C)cc(C)c3C)cc2)cc1	-7%	1%	-4%	-6%	u	u	14%	10%
20	CC(O)CNc1nc(Cl)c(C#N)s1 (configuration not stated)	x	1%	0%	-13%	x	7%	0%	-2%
21	CC(C)NC(=O)c1ccc(-c2cccc(C(F)(F)F)c2)o1	3%	6%	1%	-8%	-3%	-23%	-8%	-4%
22	Cc1cccc(N(C)S(=O)(=O)c2ccc3c(c2)CCC(=O)N3)c1	-1%	0%	u	-12%	11%	-7%	-11%	-5%
23	Cc1cn(S(=O)(=O)c2ccccc2[N+](=O)[O-])cn1	8%	2%	12%	1%	x	-5%	-7%	8%
24	O=[N+]([O-])c1ccc(N2CCN(S(=O)(=O)c3ccc(Cl)cc3)CC2)cc1NCc1cccnc1	-10%	3%	7%	-9%	-7%	-6%	-4%	u
25	COc1ccc(-n2ncc3c(N4CCC(C(N)=O)CC4)ncnc32)cc1	-8%	0%	0%	-2%	2%	u	0%	-12%
26	Cc1cc(C)c2c(C)c(C(=O)NCc3ccncc3)oc2c1	8%	-1%	1%	1%	u	-11%	-23%	-2%
27	Clc1cccc(-c2ccc(C=Nc3ccc(N4CCOCC4)cc3)o2)c1	-3%	1%	u	-15%	-2%	-9%	-28%	u
28	O=C(COC(=O)c1cccc(Cl)c1)Nc1cc(Cl)ccc1Oc1ccccc1	38%[activator]	-2%	7%	-9%	-17%	-2%	-28%	-7%
29	CC(C)OC(=O)CCC1(C(=O)O)CCC(=O)NC1 (configuration not stated)	9%	-1%	3%	-7%	-1%	-2%	-13%	-9%
30	CCc1ccc(/C=C2/SC(=S)N(CC(=O)Nc3nc4ccccc4s3)C2=O)cc1	-8%	2%	u	-10%	-7%[0.0737 µM]	-1%	-1%	u

Sorted by count of non-hydrogen atoms (lowest first): 3 of the compounds above
cpd	SMILES	L3MBTL1 inh	Luc counter	ALDH1A1 block	RECQ1 inh	LMNA splice mod	KDM4E inh	SMN2 splice up	Tau ThT inhib
18	COC(=O)c1cc2c(C)nn(C)c2s1	1%	x	-3%	-9%	x	-21%	x	-7%
23	Cc1cn(S(=O)(=O)c2ccccc2[N+](=O)[O-])cn1	8%	2%	12%	1%	x	-5%	-7%	8%
28	O=C(COC(=O)c1cccc(Cl)c1)Nc1cc(Cl)ccc1Oc1ccccc1	38%[activator]	-2%	7%	-9%	-17%	-2%	-28%	-7%

Later entries.
cpd	SMILES	L3MBTL1 inh	Luc counter	ALDH1A1 block	RECQ1 inh	LMNA splice mod	KDM4E inh	SMN2 splice up	Tau ThT inhib
31	CCOc1cc(C=C(C#N)C#N)ccc1Oc1ccc([N+](=O)[O-])cn1	u	-2%	3.2µM*	i	x	u	-23%	u
32	Nc1nc(N2CCN(C(=O)c3ccco3)CC2)nc2ccc(Br)cc12	-2%	-2%	u	i	x	u	7.9µM*	u
33	CCOCCCNC(=S)NCCNc1nc2c(C)cccc2cc1C#N	36%[activator]	4%	u	13%	-18%	-3%	-24%	-6%
34	CC(=O)c1ccccc1NS(=O)(=O)c1c(C)nn(-c2ccccc2)c1C	9%	3%	-11%	-10%	u	1%	-98%[inhibitor]	2%
35	Cc1cccc(C2c3[nH]c4ccccc4c3CCN2C(=O)c2cc(C(C)C)nc(N)n2)n1 (configuration not stated)	u	-1%	-9%	i	x	2%	x	4%
36	CC1CCCCN1CCNC(=O)C1CCN(S(=O)(=O)N2CCCCC2)CC1 (configuration not stated)	2%	4%	2%	-4%	4%[0.0737 µM]	2%	-3%	1%
37	O=C(CCc1ccccc1)n1nc(-c2ccccc2)nc1NCc1ccco1	5%	-1%	2%	-1%	-12%	u	u	-8%
38	CC1=CC(C)(C)N(S(=O)(=O)c2ccc(C)cc2)c2cc(C)ccc21	x	2%	-1%	-10%	u	1%	-17%	-13%
39	Cc1cc2c(OCC(O)CN3CCCC3)cccc2[nH]1 (configuration not stated)	3%	-1%	2%	-16%	u	-1%	-4%	-12%
40	COC(=O)c1ccc(NC(=O)C(=O)N2CCN(C(=S)Nc3ccc(C)cc3)CC2)cc1	4%	2%	2%	-3%	-4%	u	-21%	-18%
41	CC(C)(C)C(=O)CSc1nccc(=O)[nH]1	7%	1%	-2%	2%	-1%	-3%	-10%	-9%
42	Cn1cnc(S(=O)(=O)Nc2cc(-c3ccc(Cl)cc3)nn2C)c1	9%	x	6%	-4%	x	-1%	x	-3%
43	NNc1nnc2c3cc(F)ccc3n(Cc3ccccc3)c2n1	-26%	x	x	7%	x	u	x	u
44	CCOc1ccc(S(=O)(=O)Nc2ccc(C(=O)N/N=C/c3c(C)nn(-c4ccccc4)c3N3CCCC3)cc2)cc1	-12%	2%	u	-29%	-4%	u	15%	3%
45	CC1(C)Cc2ccccc2-c2c1c(=O)n(Cc1ccccc1)c1nnnn21	0%	-1%	u	i	u	u	-58%[inhibitor]	-2%
46	CCOC(=O)C1=C(C)NC(=O)NC1c1ccc(N2CCC(c3ccccc3)=N2)cc1 (configuration not stated)	36%[activator]	x	u	-12%	x	u	x	4%
47	COC(=O)c1[nH]c(C)c(/C(O)=C2\C(=O)C(=O)N(CCN3CCOCC3)C2c2ccc(C)o2)c1C (configuration not stated)	1%	x	x	-3%	x	-26%	x	-1%
48	CS(=O)(=O)N(Cc1ccc(C(=O)NN=C2CCCCCC2)cc1)c1ccccc1	0%	-3%	16µM*	7%	-13%	2%	-19%	0%
49	COc1ccccc1N1CCN(c2cc(=O)n(-c3ccccc3Cl)c(=O)[nH]2)CC1	-1%	10%	u	i	4%	4%	8%	-12%
50	COc1ccc(CCN2C(=NC(=O)CCC(=O)O)SC3CS(=O)(=O)CC32)cc1OC (configuration not stated)	-6%	7%	25µM*	23%	7%	-19%	11%	-11%
51	Cc1ccc(NCc2nnc(SCC(=O)c3ccccc3)o2)c(C)c1	-11%	-4%	-3%	-2%	u	0%	-14%	u
52	CCOC(=O)C1CCCN(CC(=O)c2c[nH]c3ccc(C)cc23)C1 (configuration not stated)	-11%	x	x	-1%	x	-17%	x	-8%
53	CCOC(=O)c1[nH]c(COC(=O)CCOc2ccccc2OC)c(C(=O)OCC)c1C	39%[activator]	-1%	-15%	11%	-7%	-5%	-18%	2%
54	COc1ccc(NC(=O)CSc2nnc(C3CC3)n2C)cc1	8%	-1%	3%	-3%	u	4%	x	-10%
55	Cc1ccnc(SCCn2c(N3CC(C)CC(C)C3)nc3c2c(=O)n(C)c(=O)n3C)n1 (configuration not stated)	-1%	1%	15%	-4%	-2%	5%	10%	1%
56	Cc1ccc(/C=N/NC(=O)NC2CCCCC2)o1	-9%	2%	3.5µM*	-2%	1%[46 µM]	3%	-6%	5%
57	COc1ccc(Cc2nnc(NC(=O)c3c(-c4ccccc4)noc3C)s2)cc1	x	0%	-1%	0%	u	-2%	12%	-13%
